ABCB6 inh MLPCN – blocks the human ABCB6 transporter. K562-ABCB6 porphyrin accumulation, flow cytometry, 1 h; active compounds read low. fluorescence ratio to DMSO, % at 10 µM. 360,000 tested, 0.19% active;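 active = fluorescence ratio to DMSO below 75%, the collection mean minus 3 SD; inconclusive = too few cells collected in the well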;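 note: signal is porphyrin accumulated inside mitochondria; 100% equals median channel fluorescence of DMSO control wells; lower ratio means ABCB6 inhibition with less porphyrin fluorescence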
N-glyco inh – blocks N-linked glycosylation in D54 reporter cells; D54 ERlucT glycosylation luciferase reporter, 24 h; percent of 100 nM tunicamycin response; reporter increase, % at 12.5 µM; 360,000 tested, 0.23% active; AID 588692;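 active = mean luciferase reporter signal, scaled so untreated is 0 and the glycosylation-blocking control 100, at or above a set limit in every replicate; inconclusive = mean reaches the limit but not every replicate does; inactive = mean below the limit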;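 note: luciferase carries N-glycosylation sites so blocking glycosylation raises the light; 0% = median of neutral control wells and 100% = median of 100 nM tunicamycin wells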
CaV13 FRET inh – Disruptors of the CACNA1D IQ motif to Ca2+-dependent inactivation inhibitor domain association, primary screening, Förster resonance energy transfer in intact living …; HEK cells, CFP/YFP FRET ICDI-IQ, plate reader, 10 min; percent FRET-ratio fall versus neutral wells; inhibition, % at 12.3 µM; 340,000 tested, 0.098% active;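 active = mean replicate inhibition of at least 30% and at least 1% of replicates passing that level; inconclusive = only one of the two criteria is met; inactive = neither criterion is met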;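 note: 0% = median of the neutral control wells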
MC4R barr agon – agonists of human melanocortin 4 receptor (MC4R) beta-arrestin. activation, % at 8.9 µM. 360,000 tested, 0.98% active. P32245. U2OS MC4R beta-arrestin complementation, luminescence; percent of melanotan II response, DMSO zero;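 active = activation above a per-plate cutoff, the mean activation of sample wells on that plate plus 3 SD, cut at about 8% in these data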
Target sequence (P32245 whole entry, looked up): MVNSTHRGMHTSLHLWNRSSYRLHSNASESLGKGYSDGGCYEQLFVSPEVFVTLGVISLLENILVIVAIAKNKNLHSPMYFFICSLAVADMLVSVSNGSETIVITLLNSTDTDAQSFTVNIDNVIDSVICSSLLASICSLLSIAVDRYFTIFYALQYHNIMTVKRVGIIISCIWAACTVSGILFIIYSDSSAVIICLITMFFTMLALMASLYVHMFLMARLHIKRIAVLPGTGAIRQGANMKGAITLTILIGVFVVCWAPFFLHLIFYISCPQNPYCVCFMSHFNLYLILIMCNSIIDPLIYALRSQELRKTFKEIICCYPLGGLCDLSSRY
PDI inh – blocks human protein disulfide isomerase activity | P07237 | PDI insulin aggregation turbidity, A650, 90 min | inhibition, % at 10 µM | 350,000 tested, 0.052% active | AID 588391;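 active = mean inhibition across replicates of 30% or more, whatever share of single replicates reach that level; inconclusive = mean inhibition below 30% while every single replicate reaches 30%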;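 note: absorbance from insulin aggregation driven by PDI reduction with DTT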
Target sequence (P07237 whole entry, looked up): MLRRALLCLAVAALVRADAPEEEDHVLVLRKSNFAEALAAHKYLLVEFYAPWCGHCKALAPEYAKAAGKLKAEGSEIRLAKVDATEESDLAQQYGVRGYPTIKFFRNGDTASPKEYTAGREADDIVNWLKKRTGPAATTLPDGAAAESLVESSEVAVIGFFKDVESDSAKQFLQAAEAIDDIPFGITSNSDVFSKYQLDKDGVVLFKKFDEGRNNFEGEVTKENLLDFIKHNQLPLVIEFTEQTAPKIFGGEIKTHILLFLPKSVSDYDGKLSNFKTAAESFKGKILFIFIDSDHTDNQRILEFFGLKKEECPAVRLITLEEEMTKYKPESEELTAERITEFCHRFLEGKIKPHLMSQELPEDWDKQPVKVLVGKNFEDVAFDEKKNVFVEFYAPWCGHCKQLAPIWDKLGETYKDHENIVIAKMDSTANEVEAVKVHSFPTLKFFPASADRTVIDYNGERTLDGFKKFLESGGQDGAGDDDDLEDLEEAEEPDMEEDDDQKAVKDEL
m5-HT2A agonist – agonists of mouse serotonin 5-HT2A receptor (HTR2A); P35363; CHO-K1 mHTR2A beta-arrestin complementation, luminescence; percent of 30 µM serotonin response; activation, % at 7.6 µM; 360,000 tested, 0.66% active; AID 624169;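 active = activation above a run cutoff, the mean activation of all tested compounds plus 3 SD, cut at about 14% in these data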;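 note: 0% = plate median of compound wells and 100% = 30 µM serotonin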
Vif imaging – HIV Vif inhibition. HEK293T cells, Vif self-association by quenched fluorescence, imaging, 24 h. inhibition, % at 7.49 µM. 340,000 tested, 0.35% active. AID 602346; in the data active = inhibition above about 50%, passing the limit was not always enough; inconclusive = no clear call, values can overlap the other calls; inactive = below about 31%; note: some results filed as inactive read as strong as hits
aDG glyco up – increases alpha dystroglycan glycosylation | Pro5-aDG cells, alpha-DG glycosylation AlphaScreen (IIH6); 0% Pro5, 100% B10-LARGE cell signal | 360,000 tested, 0.22% active | activation, % at 10 µM;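 active = activation of at least 8% versus controls, or a plate z-score of at least 8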;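 note: Pro5 are CHO cells carrying HIG-tagged alpha-DG that lacks glycosylation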
MC4R antag cAMP – blocks human MC4R cAMP signaling; P32245; MC4R-expressing cells, MTII-stimulated cAMP, LANCE TR-FRET; inhibition, % at 6.5 µM; 360,000 tested, 0.48% active; AID 540295;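 active = inhibition above its plate's cutoff, the mean of tested wells on that plate plus 3 SD, cut at about 29% in these data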;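 note: 0% = Melanotan II alone and 100% = Melanotan II plus saturating MCL0020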
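Material: U2OS-MC4R stable cell line | Reagent: Melanotan II challenge after compound preincubation | Doses: One concentration, 6.5 µM nominal | Incubation: 30-min compound preincubation, 1-h Melanotan II challenge, 1-h detection, room temperature | Signal: TR-FRET cAMP assay | Replicates: One well per compound, no replicates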
Cardio protect – myocardial damage modulation in H9c2 cells. H9c2 cardiomyocytes, H2O2 injury protection, ATPLite, 2 h. protection from H2O2 cell death, % at 20 µM. 360,000 tested, 0.63% active. AID 588492;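 active = compounds giving at least 50% protection of heart cells from peroxide-induced death in the single-dose screen, raw or plate-pattern-corrected value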;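 note: 0% = DMSO wells with peroxide and 100% = DMSO wells without peroxide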
Numbers without * were called inactive; u = inconclusive; x = not tested or not shown.

SMILES	ABCB6 inh MLPCN	N-glyco inh	CaV13 FRET inh	MC4R barr agon	PDI inh	m5-HT2A agonist	Vif imaging	aDG glyco up	MC4R antag cAMP	Cardio protect
Cc1noc(C)c1S(=O)(=O)N1CCN(c2ccccc2)CC1	99	1	-3	-0.5	x	-2	25	0.0	0	-6
O=C(N/N=C/c1c(O)n(-c2ccc(Cl)cn2)c(=O)c2ccccc12)c1ccncc1	110	1	-10	1.0	-9	-6	6	-0.4	5	8
N=c1c2c(ncn1CCN1CCOCC1)Oc1ccc3ccccc3c1C2c1ccccc1 (centres undefined)	98	5	-5	-1.5	-6	1	u	0.4	10	-13
COc1ccc(OC)c(NC(=O)C2CCCN(S(=O)(=O)c3cccc4nsnc34)C2)c1 (centres undefined)	92	-1	-5	-2.2	-5	-1	-6	0.0	4	0
CSc1ccc(C(=O)C2CCCN(S(=O)(=O)N(C)C)C2)cc1 (centres undefined)	344	-1	-6	0.0	8	1	-11	0.1	-4	-16
Cc1nc(Cl)sc1C(=O)Nc1cccc(Cl)c1	99	2	4	-1.0	0	7	-5	0.0	13	6
COC(=O)c1ccc(C(=O)OC)c(NC(=O)CS(=O)(=O)Cc2ccccc2)c1	113	1	-5	0.3	-1	4	-9	-0.2	1	-1
CCOC(=O)c1cc2c(C(F)(F)F)cc(-c3cccnc3)nc2o1	106	2	-7	-0.2	-2	14	3	0.1	2	-6
Cc1c(C(=O)N2CCC(n3nccc3NC(=O)C3CC3)CC2)[nH]c2ccc(Cl)cc12	92	3	-2	-0.3	4	1	2	-0.2	8	2
CON=C1CCN(c2ncc(C(F)(F)F)cc2Cl)CC1	94	-2	-4	-0.9	0	4	-6	-0.2	-5	-4
CC(=O)C(Cc1ccccc1)NC(=O)COC(=O)c1cc(S(=O)(=O)N2CCOCC2)ccc1F (centres undefined)	96	-2	-5	0.3	19	-1	8	0.4	-42	-2
Cc1cc(NC(=O)C(C)SCC(=O)OC(C)C(=O)Nc2ccc(F)cc2Cl)no1 (centres undefined)	99	2	-4	-1.8	0	3	10	0.2	12	6
CCCn1cc(S(=O)(=O)c2ccccc2)c(=O)c2cc(OCC)ccc21	99	0	-6	1.8	-3	0	-4	0.3	9	-2
COc1ccc(N2CCN(C(=O)c3ccc(CS(=O)c4cccc(Cl)c4)o3)CC2)cc1 (centres undefined)	76	3	0	0.4	3	0	-1	-0.1	0	11
Cc1cccc(C(=O)N2CCC(Cc3ccccc3)CC2)c1[N+](=O)[O-]	99	-10	-6	-1.0	-7	3	5	-0.1	-1	-3
CCOC(=O)c1ccc(NC(=O)c2c(N)n(C)c(=O)[nH]c2=O)cc1	97	1	-5	-1.6	2	-2	21	-0.2	2	-3
Brc1ccc(-c2nnc(-c3ccco3)o2)cc1	106	-3	x	-1.4	-1	-2	-6	0.1	7	-5
COc1cc(C(=O)Nc2c(C(=O)O)[nH]c3ccccc23)cc(OC)c1OC	97	2	-21	-0.2	-6	1	5	-0.2	-7	4
CCN(CC)CCNC(=O)c1ccc(NC(=O)C2CCN(S(=O)(=O)c3ccc4c(c3)OCCO4)CC2)cc1	103	2	x	1.2	2	-1	33	-0.2	13	1
CCOC(=O)C(CC(=O)O)N1CCCCC1 (centres undefined)	103	0	x	-1.4	7	8	16	-0.1	-1	7
O=S(=O)(c1cc(Cl)ccc1Cl)n1cccn1	92	1	2	0.1	9	-1	11	0.2	21	0
O=c1cc(-c2ccsc2)oc2ccc(-c3ccc4cc[nH]c4c3)cc12	99	2	-5	-1.8	5	7	-6	1.2	-3	-15
COC(=O)c1cccnc1NC(=S)NNC(=O)c1ccncc1	97	0	-4	-1.7	1	-1	1	0.2	8	1
CCOc1ccc(-n2c(SC(C)C)nc3c(c2=O)SCC3)cc1	100	-2	-5	-0.9	-6	-2	-1	0.0	2	-1
Cc1ccc2[nH]c3c(=O)n(N)c(=O)[nH]c3c2c1	98	0	-17	0.8	7	-1	2	-0.1	-5	0
Cc1ccc(O)c(CP(=O)(c2ccccc2)c2ccccc2)c1	98	2	-3	-2.1	-4	-1	1	0.1	-3	-1
Cc1ccccc1C(=O)Nc1scc(-c2ccc(Br)cc2)c1C(=O)O	99	-1	-5	-1.5	-2	8	-19	0.1	6	1
Cc1cc(NC(=O)c2cccs2)cc(-c2nc3ncccc3o2)c1O	98	x	-8	-1.6	-5	5	x	-0.3	18	58*
CC1CN=C(N(C(=O)Nc2ccccc2)C(C)C)S1 (centres undefined)	88	1	-8	-0.2	0	0	-4	0.0	-3	1
CN(C)c1nc(NCc2ccccc2)nc(SCC(=O)Nc2ccccc2Cl)n1	104	-7	-2	-2.0	17	-4	-3	0.5	12	-7

Three of the entries above in order of their number in CaV13 FRET inh, largest number first:
Structure	ABCB6 inh MLPCN	N-glyco inh	CaV13 FRET inh	MC4R barr agon	PDI inh	m5-HT2A agonist	Vif imaging	aDG glyco up	MC4R antag cAMP
COC(=O)c1cccnc1NC(=S)NNC(=O)c1ccncc1	97	0	-4	-1.7	1	-1	1	0.2	8
CC(=O)C(Cc1ccccc1)NC(=O)COC(=O)c1cc(S(=O)(=O)N2CCOCC2)ccc1F (centres undefined)	96	-2	-5	0.3	19	-1	8	0.4	-42
Cc1ccc2[nH]c3c(=O)n(N)c(=O)[nH]c3c2c1	98	0	-17	0.8	7	-1	2	-0.1	-5

Other results follow:
SMILES	ABCB6 inh MLPCN	N-glyco inh	CaV13 FRET inh	MC4R barr agon	PDI inh	m5-HT2A agonist	Vif imaging	aDG glyco up	MC4R antag cAMP	Cardio protect
CCC[C@H]1CN(Cc2cccnc2)C(=O)[C@@H]1CC(=O)Nc1ccc(Br)cc1	107	2	-4	1.5	3	0	10	0.5	6	-7
COc1ccccc1CN1CC(C(=O)N2CCN(c3ccc(F)cc3)CC2)CC1=O (centres undefined)	104	1	x	1.1	3	-3	-5	0.4	5	2
COCCOC(=O)C1=C(C)NC(=O)NC1c1ccc(Cl)cc1 (centres undefined)	91	1	-5	0.0	2	0	-1	0.1	10	-2
CCOC(=O)Cn1c(=O)cc(C)c2cccc(C)c21	99	2	6	3.0	3	0	11	0.2	18	2
O=C(CNS(=O)(=O)c1ccccc1Br)OCC(=O)N1CCc2ccccc21	94	1	-4	-2.5	13	1	-2	-0.3	7	5
O=S(=O)(Nc1ccc(-c2nc3ccccc3o2)cc1)c1ccccc1	102	-1	-4	4.6	-11	-4	-5	-0.1	0	-1
N#CC1=C(SCc2ccccc2)NC(=O)C(C#N)C12CCCC2 (centres undefined)	94	0	-2	0.6	11	2	-7	-0.2	4	5
COc1ccc(/C=C/c2nc3sc4c(c3c(=O)o2)CCC4)cc1	100	0	x	-0.4	4	4	0	-0.2	7	-6
O=c1c2cc3c(cc2[nH]c(=S)n1C1CCN(Cc2ccccc2)CC1)OCO3	103	-5	-18	-1.6	9	-3	-4	0.3	9	2
C=CCNC(=O)c1cccc(NS(=O)(=O)c2ccc(Cl)cc2)c1	96	-1	3	-0.8	-6	-6	12	-0.2	-1	3
CCCCCCCC1CC(CSc2ncn[nH]2)OC1=O (centres undefined)	96	1	-5	1.6	5	-1	5	1.1	11	-16
CC(=O)Nc1cc(-c2cccnc2)cn2c(-c3cccc(C(F)(F)F)c3)cnc12	96	2	-12	28*	-8	2	3	0.7	5	28
CC(C)N(C(=O)CS(=O)(=O)c1ccc(Cl)c(Cl)c1)C(C)C	103	-1	-4	-1.1	1	-3	-1	0.6	15	2
COC(=O)C1(C)NCCc2c1[nH]c1ccccc21 (centres undefined)	98	1	x	0.3	x	-1	-9	0.1	13	-1
O=C(C1CCN(C2CC(=O)N(c3cccc(Cl)c3)C2=O)CC1)N1CCCCCC1 (centres undefined)	91	2	x	-0.7	23	7	-7	-0.2	-3	-9

Six structures already listed, arranged by count of non-hydrogen atoms, descending.
SMILES	ABCB6 inh MLPCN	N-glyco inh	CaV13 FRET inh	MC4R barr agon	PDI inh	m5-HT2A agonist	Vif imaging	aDG glyco up	MC4R antag cAMP	Cardio protect
O=S(=O)(Nc1ccc(-c2nc3ccccc3o2)cc1)c1ccccc1	102	-1	-4	4.6	-11	-4	-5	-0.1	0	-1
COc1ccc(/C=C/c2nc3sc4c(c3c(=O)o2)CCC4)cc1	100	0	x	-0.4	4	4	0	-0.2	7	-6
CC(C)N(C(=O)CS(=O)(=O)c1ccc(Cl)c(Cl)c1)C(C)C	103	-1	-4	-1.1	1	-3	-1	0.6	15	2
CCCCCCCC1CC(CSc2ncn[nH]2)OC1=O (centres undefined)	96	1	-5	1.6	5	-1	5	1.1	11	-16
CCOC(=O)Cn1c(=O)cc(C)c2cccc(C)c21	99	2	6	3.0	3	0	11	0.2	18	2
COC(=O)C1(C)NCCc2c1[nH]c1ccccc21 (centres undefined)	98	1	x	0.3	x	-1	-9	0.1	13	-1

(listing goes on)
SMILES	ABCB6 inh MLPCN	N-glyco inh	CaV13 FRET inh	MC4R barr agon	PDI inh	m5-HT2A agonist	Vif imaging	aDG glyco up	MC4R antag cAMP	Cardio protect
Cc1cccc(-c2cccc(NC(=O)C3CCCN(Cc4cccnc4)C3)c2)c1 (centres undefined)	101	-2	x	2.7	2	-7	3	0.2	7	5
C=CC[C@@H](CC(=O)N[C@H](CO)Cc1ccccc1)C(=O)N[C@H](COC(=O)[C@@H](CC=C)CC(=O)OC(C)(C)C)Cc1c[nH]c2ccccc12	84	-1	-4	1.7	2	2	-2	0.6	3	-4
CCN1CCN(C(=O)c2ccc(CS(=O)(=O)Cc3ccccc3F)o2)CC1	104	0	-7	-1.1	1	3	-6	0.1	7	4
CCNC(=O)NC(=O)COC(=O)CNC(=O)COc1ccccc1	99	0	x	-1.5	0	-3	-4	-0.1	14	6
CC1C(=O)C(C)C(c2cc(Br)ccc2O)NC1c1cc(Br)ccc1O (centres undefined)	99	-5	-3	-0.1	-14	-6	-2	-0.1	21	-13
Cc1ccc(Nc2nc(CSc3nnc(-c4ccccc4C)n3C)cs2)cc1	99	-1	-4	0.3	-5	-4	-7	0.3	7	-12
COc1ccc(OS(=O)(=O)c2ccc(N3C(=O)CCC3=O)cc2)cc1	92	3	-3	-1.5	5	1	0	-0.1	10	-10
O=C(CNc1ccccc1)N/N=C/c1c(O)ccc2ccccc12	101	-3	-7	1.2	-5	-5	5	0.4	19	27
CCN(CC)C(=O)CSc1nc2sc3c(c2c(=O)n1CCCOC)CCC3	106	0	-5	-1.0	4	5	-1	-0.1	4	1
COc1ccc(N2CCN(C3CCCN(S(=O)(=O)c4ccccc4)C3)CC2)cc1 (centres undefined)	105	-1	-3	1.2	-11	-1	12	0.1	-2	-2
COc1ccc(CN(C)C(=O)C2CCN(C(=O)Nc3ccccc3)CC2)cc1	101	-2	x	-3.0	-5	10	17	-0.2	0	1
C/C(=N\NC(=O)c1ccc(N2CCCC2=O)cc1)c1ccc(O)cc1O	102	-2	x	0.7	-7	-4	18	0.0	-5	46

Screening data deposited in PubChem by several laboratories.
